Compound activity (PubChem)
UTI89 phage lysis: inhibition of K1F phage lysis, E. coli UTI89, bacterial capsule biogenesis inhibitors, alamar blue (AID 488966); E. coli UTI89 K1F phage lysis, alamar blue, 2 h; higher % means a stronger effect; inhibition, % at 100 µM, or IC50 in µM where a hit was titrated; 340,000 tested, 0.02% active;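 active = phage lysis inhibition, versus mean bacterial control, above a set limit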;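 also: capsule biogenesis inhibitors block K1F phage lysis so surviving cells raise fluorescence; higher fluorescence means more inhibition of phage lysis; actives were called in the ten point dose series up to 300 µM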
West Nile antiviral: West Nile virus antiviral activity, cell-based, CPE readout (AID 1621). CPE inhibition, % at 10 µM; hits with a dose series show IC50 in µM. 290,000 tested, 0.02% active. West Nile virus-infected cells, CPE inhibition; higher % means a stronger effect; in the data active = a potency from the dose series; also: strong numbers were not always called active
RSV CPE inhibition: RSV antiviral activity via CPE protection, HEp-2 cells, primary 10 µM value included (AID 2391). HEp-2 cells, RSV-induced CPE inhibition; higher % means a stronger effect. 310,000 tested, 0.13% active. CPE inhibition, % at 10 µM; hits with a dose series show IC50 in µM; in the data active = a potency from the dose series; also: strong numbers were not always called active
T cell modulator: modulators of CD8 T cell-vesicle binding, primary screen, mouse 2C CD8+ T cells, flow cytometry. 2C CD8+ T cell-vesicle binding; active compounds read low. calls only at 7 µM. 330,000 tested, 0.068% active. AID 2052, 2009;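 active = response, share of CD8 T cells binding vesicles, and their 90th percentile fluorescence all below set limits, cut at about 80% in these data, passing the limit was not always enough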
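Assay system: 2C TCR transgenic mouse naive CD8+ T cells, MACS-purified | Read-out: CD8+ gate FL2 mean fluorescence as % of same-row positive control | Signal: High-throughput flow cytometry with anti-B7-1 and anti-CD8 staining | Timing: Binding step 1.5 h, 37 °C, antibody labelling 20 min, ice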
Dengue-2 NS5 capping: Dengue-2 NS5 methyltransferase inhibitors, primary screen, biochemical, confirmation dose response (AID 588689). inhibition, % at 25 µM; hits with a dose series show IC50 in µM. Genome polyprotein (Dengue virus type 2 (strain 16681-PDK53)). 340,000 tested, 0.3% active. Dengue-2 NS5 methyltransferase capping enzyme assay, biochemical; higher % means a stronger effect; in the data active = a potency from the dose series
Large T inhibition: SV40 large T antigen inhibitors, biochemical (AID 1903); 310,000 tested, 0.39% active; SV40 large T antigen ATPase/helicase inhibition assay; higher % means a stronger effect; inhibition, % at 20 µM, or IC50 in µM where a hit was titrated; in the data active = a potency from the dose series; also: strong numbers were not always called active
Rac1 GTP hydrolysis: MgcRacGAP GTPase-activating activity inhibitors, confirmation, biochemical, ADP Hunter fluorescence. Rac GTPase-activating protein 1 (Homo sapiens). MgcRacGAP-stimulated Rac1 GTP hydrolysis, ADP Hunter fluorescence; higher % means a stronger effect; GST-tagged Rac1 F28L mutant substrate. inhibition, % at 30 µM; hits with a dose series show IC50 in µM. 340,000 tested, 0.6% active;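 active = first-screen hits whose inhibition reached a set limit at any dose in the follow-up dose series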;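 also: fluorescence reports GDP produced by GAP-driven GTP hydrolysis; strong numbers were not always called active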
Salmonella PhoP GFP: inhibitors of PhoP regulon expression, primary screen, Salmonella Typhimurium, GFP reporter (AID 1863); S. Typhimurium PhoP-regulated promoter GFP reporter, 4 h; higher % means a stronger effect; inhibition, % at 50 µM, or IC50 in µM where a hit was titrated; 300,000 tested, 0.16% active;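 active = inhibition over 29.93%, a cutoff 3 SD above the screen mean, later confirmed by dose response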;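 also: 0% = low Mg2+ inducing control and 100% = high Mg2+ repressing control; strong numbers were not always called active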
NTR1 ag: agonists of NTR1, primary screen, imaging, U2OS cells, beta-arrestin-GFP, high content (AID 493036) | Neurotensin receptor type 1 (Homo sapiens), P30989 | activation, % at 20 µM | NTR1-U2OS beta-arrestin-GFP spot imaging, agonist mode | 330,000 tested, 0.17% active;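 active = activation at or above 40% of the spot to cytoplasm intensity ratio, with at least 20 cells analyzed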;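 also: 0% = DMSO without peptide and 100% = 100 nM NTR1 peptide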
Target sequence (P30989 whole entry, looked up): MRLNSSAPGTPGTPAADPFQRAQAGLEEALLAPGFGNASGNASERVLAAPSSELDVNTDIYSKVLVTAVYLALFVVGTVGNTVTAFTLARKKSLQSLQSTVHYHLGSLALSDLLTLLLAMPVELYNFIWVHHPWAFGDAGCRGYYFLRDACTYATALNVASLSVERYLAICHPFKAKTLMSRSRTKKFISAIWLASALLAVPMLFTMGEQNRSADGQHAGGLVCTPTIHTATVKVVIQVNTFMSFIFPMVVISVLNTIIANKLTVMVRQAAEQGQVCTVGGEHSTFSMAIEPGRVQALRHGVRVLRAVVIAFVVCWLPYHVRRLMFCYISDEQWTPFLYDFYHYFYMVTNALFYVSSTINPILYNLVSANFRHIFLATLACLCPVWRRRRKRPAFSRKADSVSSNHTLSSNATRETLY
T cell modulator vesicle-bound %: second read-out of T cell modulator, no call of its own (marks repeat the call); double positive events, %; measured here: CD8+ vesicle-bound cell fraction;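 binding gate set so that unloaded-vesicle control wells show 10% double positive cells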
NTR1 ag cell count 20 µM: also measured in NTR1 ag; calls as there; cell count; measured here: cell count, cytotoxicity flag
Numbers without * were called inactive; i = inactive; . = not tested or not shown; [ ] = remark or other dose.

SMILES	UTI89 phage lysis	West Nile antiviral	RSV CPE inhibition	T cell modulator	T cell modulator vesicle-bound %	Dengue-2 NS5 capping	Large T inhibition	Rac1 GTP hydrolysis	Salmonella PhoP GFP	NTR1 ag	NTR1 ag cell count 20 µM
O=C1CSC(c2cccc(F)c2)N1c1ccccc1F (stereo not given)	-0.3%	0.1%	1.2%	i	33	0%	3%	4%	-3%	-1.9	85
COc1ccc(-c2cn(CC3CCCCC3)nn2)cc1	0.9%	0.7%	0.2%	i	30	-6%	15%	6%	-5%	-5.7	96
CCOc1cc(/C=N/NC(=O)CSc2cccc3cccnc23)ccc1O	0.6%	-0.1%	9.8%	i	62	1%	7.5µM*	34µM*	-5%	0.4	50
Cc1ccc(-c2nc3ccc(NS(=O)(=O)c4ccccc4)cc3[nH]2)o1	-1.4%	0.3%	4.5%	i	18	-7%	18%	-4%	4%	1.9	59
Cc1c(OCC(N)=O)ccc2c(-c3ccccc3)cc(=O)oc12	0.0%	-0.3%	2.3%	i	44	-3%	7%	9%	.	0.8	96
CC1CCCCN1S(=O)(=O)c1ccc(C(=O)N2CCOCC2)cc1 (stereo not given)	0.8%	-0.2%	-0.3%	i	13	-7%	-2%	4%	2%	0.9	48
CCOc1ccccc1NC(=O)CSc1nccn1-c1ccccc1	0.6%	.	4.1%	i	44	3%	4%	7%	13%	-1.0	47
Cc1ccc(N(CC(=O)NC(C)(C)C)C(=O)CCC(=O)Nc2nccs2)cc1C	0.0%	-1.4%	-0.3%	i	37	8%	21%	5%	4%	-0.3	60
Cc1c(C(N)=O)sc(N)c1C(=O)OC(C)C	-0.1%	-0.4%	1.4%	i	34	-3%	3%	10%	2%	0.8	73
CCC(CO)Nc1nc(CN2CCCCC2)nc2scc(-c3ccccc3)c12 (stereo not given)	0.4%	-2.0%	-0.1%	i	58	-1%	2%	4%	1%	0.2	81
C/C(O)=C(\C#N)c1nnc2n1CCCCC2	4.7%	-0.3%	-0.2%	i	16	-1%	2%	4%	-17%	-0.4	51
Clc1cccc(CNCCCSc2ncccn2)c1	-0.6%	-0.4%	0.9%	i	68	-4%	11%	9%	2%	0.6	72
Cc1ccnc(NC(=O)CCC(=O)N(CC(=O)NC2CCCCC2)Cc2ccccc2)c1	-4.3%	-0.2%	-1.9%	i	28	2%	6%	4%	5%	1.2	38
CCOC(=O)c1cccc(NC(=O)Cn2cc3c(n2)CCC(C)C3)c1 (stereo not given)	0.1%	-0.2%	0.2%	i	62	-3%	2%	3%	1%	-0.2	49
CCO[C@H]1OC(C(N)=O)=C[C@@H](C2CC2)[C@@H]1CCCO	.	0.2%	0.5%	i	23	.	9%	.	.	0.0	71
CSCCC(NC(=O)c1ccc([N+](=O)[O-])cc1Cl)C(=O)OC(C)C(=O)NCc1ccco1 (stereo not given)	0.1%[50 µM]	.	-0.4%	i	35	-6%	13%	3%	0%	2.6	63
CN(C)S(=O)(=O)NCC1CCCN(Cc2ccc(-c3ccccc3)cc2)C1 (stereo not given)	0.0%	-1.4%	-1.4%	i	56	-14%	5%	14%	8%	3.7	70
Cc1cccc2c(=O)cc(C)n(CC(=O)N3CCOCC3)c12	1.1%	0.2%	0.9%	i	40	-4%	2%	7%	-1%	-0.7	65
COc1ccc(NC(=O)Nc2ccc(C(C)C)cc2)cc1	0.1%	0.0%	4.2%	i	20	-12%	2%	11%	-3%	-1.6	74
CNC(=S)N/N=C/c1cccc(OCc2ccccc2F)c1	1.3%[50 µM]	-1.1%	14%	i	10	-1%	12%	6%	-5%	5.6	84
CCOc1ccc(-c2cc(C(=O)O)c3ccccc3n2)cc1	0.1%	-0.1%	8.9%	i	22	1%	2%	8%	-10%	-0.6	86
CC1CCCN(S(=O)(=O)c2ccc(NC(=O)[C@@H]3CCCN3C(=O)c3cccs3)cc2)C1 (stereo not given in full)	-0.1%[50 µM]	.	1.7%	i	51	-3%	.	6%	.	2.2	48
Cc1[nH][nH]c(=O)c1C(c1ccc2c(c1)OCO2)c1c(C)[nH][nH]c1=O	0.0%	-0.1%	-0.3%	i	49	2%	19%	4%	11%	2.6	48
COC(=O)c1ccccc1S(=O)(=O)N1CCC(C(=O)NC2CCCCC2)CC1	1.5%[50 µM]	.	-0.2%	i	27	6%	.	7%	.	0.1	45
CC(C)N1CCC(=NNc2ccc(S(=O)(=O)N3CCOCC3)cc2[N+](=O)[O-])CC1	1.7%[50 µM]	0.2%	2.3%	i	50	0%	2%	12%	-7%	-1.8	56
CCN(CC)C(=O)CSc1nc2ccsc2c(=O)n1CCCC(=O)NCCc1ccc(S(N)(=O)=O)cc1	0.1%	-0.3%	2.0%	i	19	-1%	-4%	10%	14%	2.5	39
CCN(CC)S(=O)(=O)c1ccc(C(=O)NCCc2ccccn2)cc1	0.2%	0.1%	3.1%	i	30	-13%	12%	7%	-9%	-0.2	64
CCOC(=O)c1ccc(-c2ccc(/C=N/NC(=O)CN(c3cccc(C)c3)S(C)(=O)=O)o2)cc1	4.1%	-0.4%	1.0%	i	12	1%	-4%	2%	-6%	1.1	52
O=C(NC(Cc1ccccc1)c1ccc2c(c1)OCCCO2)c1ccc(F)cc1 (stereo not given)	2.7%	-0.4%	-1.8%	i	32	-13%	3%	4%	10%	-0.8	62
O=C1CN(C(=O)COC(=O)c2ccc([N+](=O)[O-])o2)c2ccccc2N1	-0.7%[50 µM]	.	1.6%	i	46	-2%	.	2%	.	1.5	85
COc1ccc(S(=O)(=O)N2CCN(CCOc3ccccc3Cl)CC2)cc1OC	-0.7%[50 µM]	.	6.5%	i	28	-5%	.	-6%	.	0.5	57
O=[N+]([O-])c1ccc(S(=O)(=O)N2CCN(c3ccnc4cc(Cl)ccc34)CC2)cc1	2.6%[50 µM]	-0.7%	2.1%	i	47	-1%	30%	10%	-8%	3.2	56
COc1ccc(C(=O)NCC(=O)N2CCN(C(=O)c3ccco3)CC2)cc1	0.0%	0.2%	1.9%	i	8	-4%	23%	2%	-1%	0.7	56
N/C(=N\OC(=O)Cc1ccccc1)c1ccc([N+](=O)[O-])cc1	-0.5%	-0.2%	1.1%	i	27	-4%	20%	3%	3%	-1.2	61
CCO[C@H]1OC(C(=O)N2CCCCCCC2)=C[C@@H](c2coc3ccccc3c2=O)[C@@H]1CCCO	3.0%	.	-0.2%	i	13	-14%	6%	5%	-4%	1.1	108
Cc1cccc(-c2sc(Nc3ccccc3)n[n+]2-c2ccc(F)cc2)c1	0.5%	-0.7%	1.1%	i	56	-9%	8%	5%	-7%	-0.1	62
O=C(CN1C(=O)c2ccc([N+](=O)[O-])cc2C1=O)Nc1ccccc1N1CCCC1	1.4%[50 µM]	.	-1.5%	i	42	-3%	11%	8%	-1%	-0.5	60
Nc1cc(N)nc(CS)n1	-1.0%[50 µM]	0.9%	-0.4%	i	56	-17%	7%	-2%	-1%	0.3	62
COc1cccc(C(c2nnnn2Cc2ccccc2)N2CCN(C3CCCC3)CC2)c1OC (stereo not given)	0.1%	0.9%	0.0%	i	8	-4%	6%	15%	-4%	0.4	57
CC(=O)N1c2ccccc2NC2=C(C(=O)CCC2)C1c1ccco1 (stereo not given)	0.2%	-0.3%	-0.6%	i	34	9%	7%	9%	7%	-0.4	50

One compound at a time (already shown). Values in the order: UTI89 phage lysis, West Nile antiviral, RSV CPE inhibition, T cell modulator, T cell modulator vesicle-bound %, Dengue-2 NS5 capping, Large T inhibition, Rac1 GTP hydrolysis, Salmonella PhoP GFP, NTR1 ag, NTR1 ag cell count 20 µM
CCN(CC)C(=O)CSc1nc2ccsc2c(=O)n1CCCC(=O)NCCc1ccc(S(N)(=O)=O)cc1 reads 0.1%, -0.3%, 2.0%, i, 19, -1%, -4%, 10%, 14%, 2.5, 39
O=[N+]([O-])c1ccc(S(=O)(=O)N2CCN(c3ccnc4cc(Cl)ccc34)CC2)cc1 reads 2.6%[50 µM], -0.7%, 2.1%, i, 47, -1%, 30%, 10%, -8%, 3.2, 56
O=C(CN1C(=O)c2ccc([N+](=O)[O-])cc2C1=O)Nc1ccccc1N1CCCC1 reads 1.4%[50 µM], ., -1.5%, i, 42, -3%, 11%, 8%, -1%, -0.5, 60
COc1ccc(C(=O)NCC(=O)N2CCN(C(=O)c3ccco3)CC2)cc1 reads 0.0%, 0.2%, 1.9%, i, 8, -4%, 23%, 2%, -1%, 0.7, 56

(further entries)
SMILES	UTI89 phage lysis	West Nile antiviral	RSV CPE inhibition	T cell modulator	T cell modulator vesicle-bound %	Dengue-2 NS5 capping	Large T inhibition	Rac1 GTP hydrolysis	Salmonella PhoP GFP	NTR1 ag	NTR1 ag cell count 20 µM
CCc1cc2cc(C)ccc2nc1SCC(=O)Nc1cc(C)on1	0.2%	0.1%	1.4%	i	15	-2%	21%	5%	6%	0.3	90
CCn1c(SCC(=O)NCc2ccco2)nnc1C1CCCC1	0.0%	0.3%	0.7%	i	15	-9%	5%	13%	-2%	2.8	57
N/C(=N\O)c1ccncc1	-2.6%	0.0%	1.1%	i	60	-2%	8%	-9%	-4%	0.6	48
O=C(C1CCN(S(=O)(=O)N2CCC3(CC2)OCCO3)CC1)N1CCC(Cc2ccccc2)CC1	7.3%	-1.4%	0.7%	i	5	-8%	11%	4%	6%	1.1	42
CCC(=O)OC1(C)C(=O)C=C2C=C(c3ccsc3)OC=C2C1=O (stereo not given)	0.2%	0.2%	1.2%	i	31	10%	30%	11%	0%	0.0	50
CN(C(=O)COC(=O)CNC(=O)c1ccc(Cl)cc1Cl)c1ccccc1	0.4%	0.0%	0.8%	i	46	-8%	5%	4%	-3%	1.0	45
O=C(OC1CCCCC1=O)c1ccc(S(=O)(=O)Nc2ccccc2)cc1 (stereo not given)	-0.1%	-0.1%	2.3%	i	18	-2%	24%	7%	-12%	0.2	66
Cn1c(=O)n(C)c2cc(NC(=O)CCl)ccc21	0.3%	3.0%	0.5%	i	40	-5%	32%	10%	-2%	2.2	96
Cc1cc(C(=O)Nc2ccc(F)cc2)c2ccccc2n1	0.1%	-0.6%	0.2%	i	63	-6%	4%	3%	-4%	0.3	70
Cn1cc(SCC(N)=O)c2ccccc21	0.2%	0.1%	0.2%	i	41	0%	2%	5%	5%	3.7	67
COc1cc(C2CC(=O)Oc3cc(OC)c(OC)c(OC)c32)cc(OC)c1OC (stereo not given)	0.2%	.	.	.	.	-5%	.	5%	.	-0.5	63
CCCn1c(SCC(=O)NCCc2ccc(OC)c(OC)c2)nc2c1c(=O)n(C)c(=O)n2C	4.5%	-0.6%	-0.8%	.	.	-3%	8%	9%	-9%	2.6	73
O=C(Cc1cccs1)Nc1nncs1	0.1%	-0.2%	3.9%	i	20	-10%	-3%	1%	3%	-1.3	103
Cc1ccnc(SCC(=O)c2ccc(Br)cc2)c1C#N	1.7%	0.0%	0.0%	i	42	-4%	9%	2%	2%	6.9	77
CCN1C(c2ccc(F)cc2)=CS/C1=C(\C#N)c1nnc2n1-c1ccccc1SC2	-0.1%	-0.6%	2.1%	.	.	1%	6%	15%	19%	0.9	52
